# Assay outcomes (PubChem)
# eIF4E-4G inh: inhibitors of eIF4E and eIF4G interaction in translation initiation | P63073+Q04637 | TR-FRET eIF4E-eIF4GI(517-606) binding, 2 h | inhibition, % at 21.7 µM | actives 0.37% (n = 220,000);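 active means inhibition above about 30%, limit read from the data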;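 further: 0% = full FRET control wells and 100% = background wells lacking eIF4GI fragment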
# Rad51 HR inh: Rad51 (human) homologous recombination inhibition. Q06609. hRad51 DNA strand exchange, fluorescence dequenching. inhibition, % at 10 µM. actives 0.085% (n = 200,000). AID 1385;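 active means inhibition above 40% at the single screening dose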;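 further: 0% = DMSO control wells and 100% = blanks with heterologous ssDNA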
#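 Test system: preformed human Rad51 ssDNA filaments; also added: Donor/quencher-labelled 47-bp dsDNA substrate; doses: 10 µM final, single point; times: 37 °C 15-min filament assembly, 30-min compound preincubation, 15-min exchange; detection: FRET fluorescence dequenching, excitation 485 nm, emission 520 nm; read-out basis: Fluorescence-based percent inhibition, control- and blank-normalised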
# 14-3-3 Bad PPI: disrupts binding of bovine 14-3-3 zeta to phospho-Bad peptide; inhibition, % at 21.7 µM; actives 0.71% (n = 220,000); P63103; TR-FRET 14-3-3zeta/Dy647-pBad peptide displacement, 1 h;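 active means inhibition above about 70%, limit read from the data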;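 further: 0% = full 14-3-3 plus peptide FRET controls and 100% = background without 14-3-3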
# Target sequence (P63103 whole entry, looked up): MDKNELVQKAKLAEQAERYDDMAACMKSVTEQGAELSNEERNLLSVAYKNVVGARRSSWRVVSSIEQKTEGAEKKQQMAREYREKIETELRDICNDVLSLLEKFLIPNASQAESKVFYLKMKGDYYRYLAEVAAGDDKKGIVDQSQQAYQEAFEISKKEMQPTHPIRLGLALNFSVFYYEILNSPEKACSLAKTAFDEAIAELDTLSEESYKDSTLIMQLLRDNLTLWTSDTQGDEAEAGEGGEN
# EP2 modulator: modulators of human EP2 prostaglandin E2 receptor; actives 0.83% (n = 260,000); P43116; induction, % at 25 µM; EP2-expressing cells, cAMP HTRF FRET, PGE2 co-stimulation;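 active means compounds whose cAMP rise, as percent of the full-agonist control response, exceeds 60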;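 further: rat C6 glioma line stably carrying human EP2 under a CMV promoter; the protocol text gives 20 µM as final concentration; 100% = response of wells given 1 µM PGE2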
# EP2 antag: blocks the human prostaglandin E2 receptor EP2; C6 glioma cells expressing human EP2, cAMP TR-FRET; cells stimulated with saturating PGE2; inhibition, % at 25 µM; actives 0.52% (n = 260,000); AID 1422;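 active means percent inhibition above 40 after rounding to a whole number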;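 further: rat C6 glioma host cells with rolipram phosphodiesterase inhibitor present; the protocol text gives 20 µM as final concentration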
# zVAD death inh: L929 zVAD cell death inhibition | AID 1377 | actives 0.38% (n = 220,000) | viability rescue, % at 10 µM | L929 zVAD necroptosis rescue, ATP luminescence, 24 h; with zVAD 60 µM;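 active means activation, scaled between plate controls, above about 75%, limit read from the data; inactive means activation under that limit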;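 further: 0% = zVAD with DMSO and 100% = DMSO alone without zVAD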
# Tb hexokinase: blocks Trypanosoma brucei hexokinase 1 activity | recombinant TbHK1, G6PDH-coupled NADH A340 | inhibition, % at 10 µM | actives 0.11% (n = 220,000) | AID 1430;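 active means inhibition of 50% or more in the single-dose primary screen; inactive means inhibition below 50%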
# Hck-Nef inh: inhibitors of human Hck kinase activated by Nef; Recombinant Hck-YEEI plus Nef, Z-Lyte FRET kinase assay; inhibition, % at 20 µM; actives 0.68% (n = 220,000);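 active means Hck-Nef kinase inhibition above about 50%, limit read from the data; inactive means inhibition below that limit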;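 further: 0% = DMSO with Hck plus Nef and 100% = Hck alone without Nef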
# Target sequence (P08631 whole entry, looked up): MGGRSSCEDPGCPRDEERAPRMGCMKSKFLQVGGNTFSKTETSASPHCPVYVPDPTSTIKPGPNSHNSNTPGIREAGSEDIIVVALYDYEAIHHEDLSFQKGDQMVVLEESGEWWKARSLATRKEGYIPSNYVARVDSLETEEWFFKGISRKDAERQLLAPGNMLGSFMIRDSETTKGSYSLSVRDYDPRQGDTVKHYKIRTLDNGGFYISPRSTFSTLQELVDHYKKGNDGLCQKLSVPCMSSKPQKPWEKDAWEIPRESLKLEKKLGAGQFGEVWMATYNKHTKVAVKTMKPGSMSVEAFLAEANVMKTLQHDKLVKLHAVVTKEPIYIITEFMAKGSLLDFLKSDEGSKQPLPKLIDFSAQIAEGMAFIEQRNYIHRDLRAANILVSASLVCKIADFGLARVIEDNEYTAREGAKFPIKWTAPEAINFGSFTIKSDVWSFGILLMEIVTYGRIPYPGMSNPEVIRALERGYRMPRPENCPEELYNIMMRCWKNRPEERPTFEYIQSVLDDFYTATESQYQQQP
# Calpain2 inh: inhibitors of pig calpain II | AID 1236 | purified calpain II, fluorogenic peptide substrate, 30 min | actives 0.37% (n = 220,000) | inhibition, % at 16 µM;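 active means inhibition above about 50%, limit read from the data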
# * hit, by the source's call; . = not tested or not shown; & = joins results of further samples; [ ] = another dose, or the depositor's remark. Some of the compounds tested; rates above refer to the full screens.
Compound	eIF4E-4G inh	Rad51 HR inh	14-3-3 Bad PPI	EP2 modulator	EP2 antag	zVAD death inh	Tb hexokinase	Hck-Nef inh	Calpain2 inh
C/C(=C\c1ccccc1)CN1CCC(C(=O)N2CCCCC2)CC1	4	-2	27[fluorescence artefact?]	1	7	-0.3	-4	-1	13
Cc1nc(N)c(Cc2ccc(Cl)cc2Cl)c(N)n1	3	-22	10	-35	0	0.3	9	16	28
CC(=O)Nc1ncc(Cc2cccc(Cl)c2Cl)s1	1	9	-5	13	4	-1.4	2	23	24
Cc1cc(C)c2c(N)c(C(=O)c3ccc(Cl)c(Cl)c3)sc2n1	16	12	82*	22	5	0.4	5	11	-20
C=CCOn1c(=O)c(-c2cccs2)[n+]([O-])c2ccccc21	13[fluorescence artefact?]	-3	-7[fluorescence artefact?]	36	6	1.2	20	-23	-135
O=C(O)c1ccc(-c2nc(-c3ccc(Cl)cc3)cs2)cc1	3	3	-2	41	5	0.6	-19	16	-23
C=CCN=C1SCC(=O)N1S(=O)(=O)c1ccc(C)cc1	-15	-1	4	9	5	-0.1	0	5	11
CCn1c(C2CCN(S(=O)(=O)c3ccc(OC)cc3)CC2)n[nH]c1=S	3	3	-19	-13	14	0.1	-9	27	-20
NS(=O)(=O)c1ccc(NC(=O)COC(=O)c2c3c(nc4ccccc24)/C(=C\c2ccc4c(c2)OCO4)CCC3)cc1	-1[fluorescence artefact?]	.	-5[fluorescence artefact?]	-3	12	1.9	4	3	-55
Cc1cc(C(=O)Nc2ccc3c(c2)CCC3)c2ccccc2n1	0	5	-4	-31	5	2.3	0	14	-36
Cc1ccc(C(=O)NCCc2ccc(S(=O)(=O)N3CCCC3)cc2)cc1	-1	-10	-3	9	6	0.0	-3	-7	-19
C=C(C)CNC(=S)Nc1cccc2cnccc12	-5	3	4	0	8	0.1	3	1	-15
CC(=O)NCCn1c(SCc2ccc(C)cc2)nc2ccccc2c1=O	9	-8	0	29	4	-0.4	-2	0	-34
COc1ccc(-c2ccnc(-c3ccc(OCCCF)cc3)n2)cc1	-4	-5	-4	13	14	1.1	-6	2	-2
CCCCNC(=O)Oc1cccc(N2CCCC2=O)c1	-3[fluorescence artefact?]	1	1	4	22	0.0	3	0	2
C=CCNC(=O)COc1cc(C)ccc1C	40*	4	33[fluorescence artefact?]	9	6	0.3	36	3	11
CCOc1ccccc1NC(=O)C1CCCN(S(=O)(=O)c2c(C)[nH]c(=O)[nH]c2=O)C1 (stereo not drawn)	11[fluorescence artefact?]	5	-15[fluorescence artefact?]	11	13	-1.4	-3	1	1
Cc1cc(C)n(-c2ccc(C(=O)Nc3cccc([N+](=O)[O-])c3)cc2)n1	4	3	-1	-88	13	1.5	1	22	17
COc1cccc(C(=O)Nc2ccc(C3CC3(Cl)Cl)cc2)c1 (stereo not drawn)	2	-7	-15	-65	7	62	4	25	14
Cc1ccc(-c2nn(-c3ccccc3)cc2C(=O)N2CCOCC2)cc1	0	-1	-2	18	4	1.3	0	-3	-1
O=C(CSc1nnc(Cc2cc(=O)[nH]c(=O)[nH]2)n1-c1ccc(Cl)cc1)NC1CCCC1	-9	-4	4[fluorescence artefact?]	9	-2	0.9	0	1	-8
CCCCSc1nc(C)cc(NC(=S)Nc2ccc(OC)cc2)n1	2	3	-16	30	12	0.0	-14	0	-12
Nn1c(Cc2ccccc2F)n[nH]c1=S	-4	2	0	1	7	0.7	3	-2	11
CCCCN1C2CCCC1CC(NC(=O)C1CCCCC1)C2 (stereo not drawn)	-2[fluorescence artefact?]	1	-12	9	4	0.5	10	7	-22
COc1ccc(CN(Cc2cc3cc(C)ccc3[nH]c2=O)C(=O)N(C)C)cc1	8	-3	16	15	8	1.3	-14	6	-47
COc1ccc(C2C(C(=O)c3ccc(C)o3)=C(O)C(=O)N2c2cc(C)on2)cc1OC (stereo not drawn)	4	-1	9	27	23	-0.1	-5	3	8
O=C(CCC(=O)Nc1ccccc1)NNC(=O)c1cccs1	-3	1	-5	24	4	-0.1	1	1	-27
CCCc1nnc(SCC(=O)N2CCCC2)n1CC1CCCO1 (stereo not drawn)	0	2	-10	21	7	-0.1	0	1	-19
CN1CCN(c2nc(-c3ccncc3)nc3ccccc23)CC1	-2	9	-3	6	11	1.6	-28	0	-22
COc1ccc(Cn2c(C)nnc2-c2cnn(C)c2N)cc1	-2	13	-20	11	4	3.0	-7	22	-24
CC(C)OC(=O)c1nnn(-c2nonc2N)c1CSc1ccccn1	2	-2	-5[fluorescence artefact?]	28	9	0.3	-5	2	29
CC(C)N(Cc1ccccc1)C(=O)COC(=O)/C=C/c1cnc2ccccc2n1	4	-3	-11	11	7	4.2	-12	23	-6

# Retrieved one by one from the list above:
Compound	eIF4E-4G inh	Rad51 HR inh	14-3-3 Bad PPI	EP2 modulator	EP2 antag	zVAD death inh	Tb hexokinase	Hck-Nef inh	Calpain2 inh
COc1ccc(C2C(C(=O)c3ccc(C)o3)=C(O)C(=O)N2c2cc(C)on2)cc1OC (stereo not drawn)	4	-1	9	27	23	-0.1	-5	3	8
COc1ccc(Cn2c(C)nnc2-c2cnn(C)c2N)cc1	-2	13	-20	11	4	3.0	-7	22	-24
CC(C)OC(=O)c1nnn(-c2nonc2N)c1CSc1ccccn1	2	-2	-5[fluorescence artefact?]	28	9	0.3	-5	2	29

# Other records
Compound	eIF4E-4G inh	Rad51 HR inh	14-3-3 Bad PPI	EP2 modulator	EP2 antag	zVAD death inh	Tb hexokinase	Hck-Nef inh	Calpain2 inh
Cc1ncc(CO)c2cc(-c3nnc(Nc4ccc5c(c4)OCO5)s3)c(=O)oc12	11	.	16	-36	6	-0.3	-18	21	-18
Cc1cccc(OCC(=O)Nc2ncn[nH]2)c1C	-2	-2	3	11	7	0.6	-6	7	1
O=C(Cc1c(F)cccc1Cl)N1CCOCC1	2	-8	1	-21	13	0.5	-2	5	30
COc1cc2c(cc1OC)C(=O)N(C)CC2	1	-5	-5	5	12	0.2	-6	10	9
COCc1cc(C)nc(SCC(=O)Oc2ccccc2)c1C#N	0	.	-4	-10	0	0.2	-9	-60	2
Cc1ccccc1OCCCCc1c(C)n[nH]c1C	5	-3	40	56	7	0.1	6	1	-7
Cc1csc2c(N3CCCCC3)ncnc12	0	-11	-2	-16	6	1.0	-7	12	9
O=C(CCCCCCCCC(=O)N/N=C/c1ccco1)N/N=C/c1ccco1	2	17	2[fluorescence artefact?]	-17	11	0.0	1	-2	14
CCCC(=O)Oc1ccc2c(C)cc(=O)oc2c1	-4[fluorescence artefact?]	.	-15	17	10	-0.5	10	77*	-434
C=C(C)CSc1nc2sc3c(c2c(=O)n1C1CCCCC1)CCN(C)C3	-2	-23	10	16	13	-0.9	-29	9	-26
O=C(O)CCCCNS(=O)(=O)/C=C/c1ccccc1	1	0	-3	40	9	2.2	4	-9	-1
CCN(C(=O)c1cc2cccc(OC)c2oc1=O)c1ccccc1	-1	-5	10	25	3	0.1	-2	0	-9
Cc1nnc(NCc2n[nH]c(=O)c3ccccc23)c2ccccc12	1	-3	-1	11	20	-2.7	-6	-2	15
CCOc1ccc(/C=C/C(=O)Nc2ccc(N3CCOCC3)cc2)cc1	-2	.	-3	3	.	0.4	-11	0	-10
CCN(Cc1nc2ccccc2c(=O)[nH]1)Cc1nc2cc(OC)c(OC)cc2c(=O)[nH]1	4	6	3	7	6	0.9	-4	0	-18
COc1ccc(-c2noc(-c3cccc(Cl)c3)n2)cc1OC	-2	.	9[fluorescence artefact?]	-65&-123	6&14	.	-10	-6	-16
COCCNC(=S)N(C)C1(c2ccccc2Cl)CCCCC1=O (stereo not drawn)	-3	-1	-7	15	3	1.5	0	-15	-6
O=C(CCCCCCCC(=O)NCC1CCCO1)NCC1CCCO1 (stereo not drawn)	4[fluorescence artefact?]	4	-4	27	6	0.1	4	0	23
CCOc1cc(-c2nc(-c3cc(OC)c(OC)c(OC)c3)no2)cc(OCC)c1OCC	.	-3	.	.	9	-0.5	-2	0	.
COc1cc(C)ccc1OCCOCCN(C)Cc1ccccc1	2	-21	12	-31	9	-0.5	7	6	-9
CCCOc1cccc(C(=O)Nc2cc(NC(=O)c3ccco3)ccc2OC)c1	-4	-6	4	20&-19	7&9	1.3	-6	1	17
CCCn1c(SCC(=O)c2cc(C)n(-c3ccc4c(c3)OCO4)c2C)n[nH]c1=O	2	-1	-3	12	18	0.3	-9	6	17
COc1cc(C(=O)Nc2cc(-c3ccccc3)[nH]n2)cc(OC)c1OC	5	-12	37[fluorescence artefact?]	-30	5	.	.	.	-42
COc1ccccc1OCCC(=O)OCC(=O)NCc1ccc(Cl)cc1	4	-4	1	-11	10	0.2	-5	1	0
N=C1C(c2nc(-c3ccc(F)cc3)cs2)=C(O)CN1CCCN1CCOCC1	-5	3	4	-2	14	3.6	-8	2	-42
CCOC(=O)Cn1nnnc1CN(Cc1ccc(OC)cc1)Cc1cc2cc(C)ccc2[nH]c1=O	5	1	-6	-3	15	0.0	-7	1	4
CCC(C)NC(=O)COc1ccc(OCc2ccccc2)cc1 (stereo not drawn)	1	3	-5	-37	4	1.5	-6	17	-4
CCOC(=O)N1CCN(C(=O)/C=C/c2c(C)nn(-c3ccc(F)cc3)c2Cl)CC1	0	-3	1	-7	11	1.7	-8	20	-12
COc1ccnc(Oc2ccc(F)cc2)c1C(=O)N/C=N/OCc1ccc(Cl)cc1Cl	-4	0	-2	21	-1	0.4	-7	0	23
CC(C)(C)C(=O)NC(=S)Nc1cc(C(F)(F)F)ccc1N1CCOCC1	-1	-4	-10	-49	13	-0.4	-12	-2	-5
OC(C#CCN1CCOCC1)c1cccs1 (stereo not drawn)	3	-9	-4	24	9	0.8	-4	4	-13
O=C(CNC(=O)c1ccc(N2C(=O)c3ccccc3C2=O)cc1)OCC(=O)c1ccccc1	1	-10	-6	40	6	0.6	22	6	-30
N#Cc1ccccc1Cn1c(=O)n(CCC(=O)NCc2ccco2)c(=O)c2ccccc21	6[fluorescence artefact?]	.	-4[fluorescence artefact?]	27	6	.	-5	-6	-6
C/C(=N\NC(N)=O)c1ccc(Cl)cc1	.	.	.	0	.	0.0	4	2	36
O=C(C1=C[C@@H](C2CC2)C[C@@H](OCCCCO)O1)N1CCN(Cc2ccccc2)CC1	0	.	22	7	.	-0.4	0	20	7
O=C(Cn1ccc2ccccc2c1=O)NCCC(=O)NC1CCN(Cc2ccccc2)CC1	6	5	2[fluorescence artefact?]	13	7	-0.4	-5	0	4
Cc1noc(C)c1C(=O)OC(C)C(=O)Nc1ccc(S(=O)(=O)NC(C)C)cc1 (stereo not drawn)	30	0	3	27	1	0.2	5	3	-6
COc1ccccc1/C=N/NC(=O)CNC(=O)c1ccc(S(=O)(=O)N(C)C)cc1	-1	13	-6	4	9	1.3	-5	16	-13
COc1ccc(C(=O)NCC(=O)N/N=C/C=C/c2ccccc2)cc1OC	-3	22	-8	-16	7	1.4	-11	-13	0
Cc1ccc(-c2[nH]nc(N)c2N=Nc2ccccc2C)cc1	6[fluorescence artefact?]	1	3[fluorescence artefact?]	38	8	0.2	-3	0	24
O=C(CN1CCN(c2ccc(Cl)cc2)CC1)NCc1cccs1	2	-7	-10	-42	0	12	-5	13	11
O=C(CN1C(=O)c2ccccc2C1=O)Nc1ccc2c(c1)OCO2	5	-8	-4	7	2	1.7	5	5	12
